# Assay outcomes: PubChem BioAssay, National Center for Advancing Translational Sciences (NCATS)
# L3MBTL1 block: blocks human L3MBTL1. Q9Y468. AlphaScreen L3MBTL1–H3K9me1 peptide binding. Potency, µM (top dose mostly 57.1 µM), without a hit: at the top dose activity, negative = inhibition, most hits filed as inhibitors. actives 0.66% (n = 230,000). AID 485360; also: % is scaled to controls: 0 for no effect and ±100 for the full control effect; nearly all actives have a fitted effect of over 60% in size
#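 First, the protein-peptide complex forms for 30 min at room temperature (L3MBTL1 50 nM, biotinylated H3K9me1 peptide 75 nM). Next, compounds are pin-transferred and incubated 30 min. Finally, AlphaScreen beads are added and read after 30 min.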
# RECQ1 inh: RECQ1 (human) helicase inhibition. P46063. RECQ1 DNA unwinding, red fluorescence kinetic read. Potency, µM (highest dose often 57.3 µM), for inactives: top-dose activity, negative = inhibition, hits mostly inhibitors. actives 0.54% (n = 240,000). AID 2549;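 also: plate controls were vehicle for no effect and no enzyme for full effect; nearly all actives have a fitted effect of over 30% in size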
#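 50 nM RECQ1T1 preincubated 15 min with compound in Tris pH 8.0 buffer with MgCl2, DTT, Tween-20 and 2.5 ug/ml poly(dI-dC); started with 200 nM TAMRA/BHQ-2 forked duplex and 2 mM ATP. Unwinding read as fluorescence (525/598 nm), two reads 2 h apart.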
# Tau fibril ThT: blocks human tau fibril formation measured by thioflavin T; P10636; recombinant tau K18 P301L, heparin-induced fibrillization, ThT fluorescence; AID 1460; actives 2.1% (n = 270,000); Potency, µM (top dose mostly 57.4 µM), for inactives: top-dose activity, negative = inhibition, usual class: inhibitors; also: % is scaled to controls: 0 for no effect and ±100 for the full control effect; nearly all actives have a fitted effect of over 55% in size
# Target sequence (P10636 561-689 P618L limits assumed): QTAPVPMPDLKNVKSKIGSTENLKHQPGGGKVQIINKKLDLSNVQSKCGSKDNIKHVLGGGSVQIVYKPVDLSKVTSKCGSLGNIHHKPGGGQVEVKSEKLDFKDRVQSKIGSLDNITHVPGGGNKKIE
#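 Aggregation was driven by heparin (20 uM final) acting on recombinant tau […] bearing P301L in 100 mM sodium acetate pH 7; fibrils were detected with Thioflavin T.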
# Tau FP inhib: tau fibrillization inhibition (FP); P10636; K18 P301L tau heparin fibrillization, Alexa594 FP, 6 h; Potency, µM (titrated, usually from 57.7 µM), without a hit: at the highest dose activity, negative = inhibition, usual class: inhibitors; actives 0.39% (n = 280,000); also: % is scaled to controls: 0 for no effect and ±100 for the full control effect; nearly all actives have a fitted effect of over 55% in size
#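 Heparin (20 uM) drove fibril formation of recombinant tau K18 P301L, 15 uM unlabeled with 0.24 uM Alexa 594 label, for 6 hr at 37 C in 100 mM sodium acetate pH 7. Fluorescence polarization (555/632 nm) read 1 hr after 30 uM ThT.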
# HTT cytoprotect: cytoprotection in Huntington HTT-Q103 PC12 cell model | AID 1471 | PC12 HTT-Q103 induced, cytoprotection, ATP luminescence, 40 h | actives 0.14% (n = 230,000) | Potency, µM (top dose mostly 56.4 µM), inactives show cytoprotection (ATP increase), hits mostly activators;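 also: % of control where 0% means no effect; nearly all actives have a fitted effect of over 45% in size; toxic huntingtin expression switched on by the ecdysone agonist tebufenozide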
#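 PC12 cells with ecdysone-inducible HTT exon 1 Q103-GFP, induced with 100 nM tebufenozide and co-treated with library compounds in a dose series (1536-well, 1500 cells/well). Cytoprotection read as ATP content by ATPlite luminescence.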
# Tau fluor cs: counter-screen for tau fibril formation inhibitors | tau K18 P301L Alexa594 fluorescence, heparin fibrillization | Potency, µM (titrated, usually from 57.7 µM), inactives show at the top dose activity change, negative = decrease | actives 0.93% (n = 280,000); also: % is scaled to controls: 0 for no effect and ±100 for the full control effect; nearly all actives have a fitted effect of over 55% in size
#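 Human tau K18 P301L (15 uM unlabeled, 0.24 uM Alexa 594-labeled) in 100 mM sodium acetate pH 7 with 20 uM heparin, 6 hr at 37 C. ThT 30 uM added, 1 hr ambient; Alexa 594 FP and total fluorescence read at 555/632 nm.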
# TRb-SRC2 inh: TRbeta-SRC2 interaction inhibition; actives 0.065% (n = 280,000); P10828; Potency, µM (highest dose often 106 µM), for the others: top-dose activity change, negative = inhibition, usual class: inhibitors; AID 1469; TRbeta-SRC2 peptide binding, fluorescence polarization; receptor liganded with 1 µM T3;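 also: plate controls were bound peptide for no effect and peptide without receptor for full effect; nearly all actives have a fitted effect of over 50% in size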
# Target sequence (P10828 whole entry, looked up): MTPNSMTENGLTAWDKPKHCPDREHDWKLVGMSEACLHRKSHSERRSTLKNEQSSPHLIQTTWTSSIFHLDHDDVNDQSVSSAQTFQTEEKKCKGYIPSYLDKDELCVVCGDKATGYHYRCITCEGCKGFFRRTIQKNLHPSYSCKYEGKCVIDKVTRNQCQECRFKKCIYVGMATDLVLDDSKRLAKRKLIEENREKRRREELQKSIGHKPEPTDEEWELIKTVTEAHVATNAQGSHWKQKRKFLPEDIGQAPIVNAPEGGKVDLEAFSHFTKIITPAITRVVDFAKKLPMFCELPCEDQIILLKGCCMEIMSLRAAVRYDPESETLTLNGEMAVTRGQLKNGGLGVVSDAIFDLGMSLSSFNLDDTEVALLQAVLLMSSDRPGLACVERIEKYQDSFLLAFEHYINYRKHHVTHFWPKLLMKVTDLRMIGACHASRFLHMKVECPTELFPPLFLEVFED
#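 A fluorescence polarization screen tested compounds at multiple concentrations against complex formation between 0.6 uM TRb ligand-binding domain and 20 nM Texas Red SRC2 peptide, with 1 uM T3 present; readout after 5 hr.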
# TexasRed fluor: counter-screen for TRb-SRC2 inhibitors: fluorescence interference | actives 0.29% (n = 280,000) | Potency, µM (series often up to 106 µM), without a hit: top-dose fluorescence change, negative = quenching | TRb/SRC2 Texas Red total fluorescence interference; active = well fitted curve in either direction with a large enough effect; inconclusive = small, poorly fitted or top-dose-only effect; also: % is scaled to controls: 0 for no effect and ±100 for the full control effect
#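 Human TRb ligand-binding domain at 0.6 uM with 20 nM Texas Red SRC2 peptide in Tris buffer containing 1 uM T3 and 5% DMSO, incubated with compound 5 h at ambient temperature. Total fluorescence (555/632 nm) calculated as parallel + 2 × perpendicular.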
# * = called active by the depositor; i = inactive; ? = inconclusive; nt = not tested or not shown; [ ] = dose if it differs, or a comment. Unless noted, calls follow the shape of the dose curve; as a rule, active = well fitted curve in the direction sought with a large enough effect; inconclusive = small, poorly fitted or top-dose-only effect, or another doubt; inactive = no such curve, though single readings can be large; an effect the other way counts as inactive or inconclusive. Potency is read from the fitted curve at half-maximal effect.
SMILES,L3MBTL1 block,RECQ1 inh,Tau fibril ThT,Tau FP inhib,HTT cytoprotect,Tau fluor cs,TRb-SRC2 inh,TexasRed fluor
COc1ccc(C2CC(=O)c3cc(-c4nc(-c5cccc([N+](=O)[O-])c5)cs4)c(=O)n(-c4ccc(OC)cc4)c3C2)cc1 (stereo unspecified),nt,nt,?,4%,nt,-27%,-4%,3%
CC(C)c1cc(-c2cc(-c3ccc(Cl)cc3)on2)nc(NC2CCCC2)n1,nt,i,3%,-6%,-19%[10 µM],6%,1%,-3%
COc1ccc(C2Nc3ccccc3C(=O)N2NS(=O)(=O)c2ccc(C)cc2)cc1 (stereo unspecified),nt,-7%,-10%,-5%,-26%,-17%,10%,0%
CC(=O)NCCOc1ccc(C(=O)O)cc1,8%,i,-3%,-3%,7%,-3%,-26%,0%
CCC(C)NC(=O)c1cc2n(n1)CCCN(Cc1ccc(C)cc1)C2=O (stereo unspecified),nt,nt,-2%,1%,nt,6%,2%,2%
Cn1c(=O)c2c(nc(SCCN3CCOCC3)n2Cc2ccc(F)cc2)n(C)c1=O,-3%,-3%,-1%,-9%,1%,-2%,0%,-2%
Cc1cccc(N(CC(=O)Nc2cccc(Cl)c2C)S(C)(=O)=O)c1C,nt,nt,-1%,-3%,nt,-20%,1%,-4%
CCOC(=O)Cc1nnc(NC(=O)c2cccc(OCC)c2)s1,nt,i,-17%,1%,-20%,-13%,-3%,-3%
Cn1cc([N+](=O)[O-])c(C(=O)N/N=C/c2ccccc2)n1,-2%,-1%,0%,0%,-16%,-1%,-3%,2%
COc1ccc(S(=O)(=O)Nc2ccc(F)c(F)c2)cc1Cl,8%,-23%,-11%,?,2%,?,?,2%
Oc1c(Cl)cc(Cl)cc1C=Nc1ccc2c(c1)OCCO2,nt,i,16µM*,-14%,-50%[inhibitor],-19%,2%,-3%
Cc1ccc(Cn2cnc3ccccc32)cc1,nt,-14%,0%,4%,-13%,-6%,-6%,0%
COc1cccc(N(CC(=O)N/N=C(\C)c2cccs2)S(C)(=O)=O)c1,-4%,-1%,6%,-3%,nt,-3%,3%,-5%
CCc1nn2c(=O)cc(COC(=O)c3ccccc3NC(=O)COc3ccc(C)c(C)c3)nc2s1,nt,nt,2%,2%,nt,0%,-7%,0%
Cc1ncc([N+](=O)[O-])n1Cc1ccccc1,5%,-8%,-12%,2%,22%[10 µM],-15%,3%,-5%
COc1cc(Cl)c(C)cc1NC(=O)COc1ccccc1[N+](=O)[O-],-1%,i,0%,-1%,-15%,-6%,3%,-1%
CCOc1ccc(Nc2nc3ccccc3n3c(CC)nnc23)cc1,nt,nt,?,5%,nt,-15%,0%,-1%
Cc1cc(N/N=C/c2ccccc2Br)nc2ccccc12,14%,-4%,?,-1%,13%[10 µM],-25%,-2%,9%
COc1ccc(Cl)cc1NC(=O)Cn1c(=O)n(CCCC(=O)NCCc2ccc(OC)c(OC)c2)c(=O)c2ccccc21,nt,nt,0%,10%,nt,-11%,8%,7%
Cc1cc(C)nc(Sc2nc(Nc3ccccc3)nc(Sc3nc(C)cc(C)n3)n2)n1,-3%,-3%,-5%,-11%,15%[1.9 µM],-4%,-1%,-20%
CCOc1ccc(OCC)c(NC(=O)C2CCCN(S(=O)(=O)c3cnc[nH]3)C2)c1 (stereo unspecified),nt,-5%,-4%,-1%,-13%,-7%,-12%,-1%
CCOC(=O)c1ccc(NS(C)(=O)=O)cc1,nt,?,-10%,2%,10%,-9%,-2%,-5%
CCC(C)NC(=O)c1ccccc1NS(=O)(=O)c1ccc(OC)c(OC)c1 (stereo unspecified),-2%[11.4 µM],i,-2%,3%,10%,2%,3%,2%
O=C(NCCc1ccccc1)C1CCCN(S(=O)(=O)c2cccs2)C1 (stereo unspecified),-8%,-1%,-9%,0%,-10%[10 µM],-8%,9%,1%
c1ccc(OCCN2CCN(Cc3nc(-c4ccc5c(c4)OCO5)no3)CC2)cc1,-9%,-3%,-12%,9%,-20%,-5%,-1%,-1%
COc1ccc2c(c1)C1(Nc3ccccc3-c3nc4ccccc4n31)C(=O)N2C (stereo unspecified),-4%,0%,-8%,-14%,6%[0.074 µM],-15%,-10%,-2%
COc1cc(-c2nc(SCC(=O)Nc3ccc4c(c3)OCO4)c(-c3ccccc3)[nH]2)cc(OC)c1OC,nt,nt,?,2%,nt,5.6µM*[quencher],2%,-2%
CSCCC(NS(=O)(=O)c1ccccc1F)C(=O)NC(C)c1ccccc1 (stereo unspecified),7%,10%,3%,-3%,nt,2%,-3%,-1%
O=C(O)CCC(=O)NCc1cn(-c2ccccc2)nc1-c1cccc(Br)c1,?,-4%,1%,-10%,24%[0.074 µM],-2%,0%,1%
Cc1ccc(S(=O)(=O)NNC(=O)c2ccoc2C)cc1,-2%,-7%,3%,13%,26%[10 µM],3%,-5%,0%
CCCCCC(=O)Nc1cccc(C2=NOC3(C2)C[C@H](C(N)=O)N(C(=O)[C@H]2CCC(=O)N2)C3)c1 (stereo partly specified),nt,-3%,4%,-3%,-2%[10 µM],3%,5%,-1%
CN1C(=O)C(O)(CC(=O)c2cccs2)c2ccccc21 (stereo unspecified),6%,18%,10%,1%,nt,18%,-4%,-3%
COc1cccc(CNCCSc2nnnn2C)c1OCc1ccc(F)cc1,nt,nt,-17%,-4%,nt,-22%,3%,-10%
Cc1ccc(Cn2c(C(=O)O)c(CNCc3ccc(OC(C)C)cc3)c3ccc(C)cc32)cc1,nt,nt,-12%,3%,nt,-17%,9%,-2%
Nc1n[nH]c2cccc(Cl)c12,-3%,i,-14%,-3%,20%[10 µM],-15%,8%,-1%
CC(C)(C)c1ccc(/C=N/OCC(=O)NCc2ccccc2)cc1,14%,0%,-16%,8%,0%[10 µM],-18%,-3%,-2%

# Single records, from the list above. Screens in order: L3MBTL1 block | RECQ1 inh | Tau fibril ThT | Tau FP inhib | HTT cytoprotect | Tau fluor cs | TRb-SRC2 inh | TexasRed fluor
# `Nc1n[nH]c2cccc(Cl)c12` as listed: -3% | i | -14% | -3% | 20%[10 µM] | -15% | 8% | -1%
# `COc1ccc2c(c1)C1(Nc3ccccc3-c3nc4ccccc4n31)C(=O)N2C` (stereo unspecified) as listed: -4% | 0% | -8% | -14% | 6%[0.074 µM] | -15% | -10% | -2%
# `CSCCC(NS(=O)(=O)c1ccccc1F)C(=O)NC(C)c1ccccc1` (stereo unspecified) as listed: 7% | 10% | 3% | -3% | nt | 2% | -3% | -1%
# `CC(C)(C)c1ccc(/C=N/OCC(=O)NCc2ccccc2)cc1` as listed: 14% | 0% | -16% | 8% | 0%[10 µM] | -18% | -3% | -2%
# `Cn1c(=O)c2c(nc(SCCN3CCOCC3)n2Cc2ccc(F)cc2)n(C)c1=O` as listed: -3% | -3% | -1% | -9% | 1% | -2% | 0% | -2%

# The listing continues.
SMILES,L3MBTL1 block,RECQ1 inh,Tau fibril ThT,Tau FP inhib,HTT cytoprotect,Tau fluor cs,TRb-SRC2 inh,TexasRed fluor
Oc1oc(C=Nc2ccc(F)cc2F)c2ccccc12,nt,-3%,-15%,-13%,-23%,-12%,5%,1%
CCc1ccc(NCc2cc3cc4c(cc3n(CC(=O)Nc3ccc(F)cc3)c2=O)OCCO4)cc1,nt,nt,3%,13%,nt,?,-2%,-1%
O=C(COC(=O)c1cc(F)cc(F)c1)Nc1cccnc1Cl,nt,-16%,-12%,3%,-34%,-11%,2%,1%
CC(CC(=O)Nc1ccc(S(=O)(=O)N2CCOCC2)cc1)c1ccccc1 (stereo unspecified),nt,-3%,nt,-5%,-4%[10 µM],-21%,2%,-1%
Cc1ccc(NC(=O)CC2S/C(=N/N=C/c3ccco3)NC2=O)cc1Cl (stereo unspecified),nt,-12%,-5%,?,-31%[inhibitor],-12%,5%,0%
CC(C)(C)n1nc2c(c1NC(=O)c1cccs1)CS(=O)C2 (stereo unspecified),-6%,i,7%,6%,12%,6%,-2%,-2%
CCCNC(=S)NCc1ccc(Cl)cc1,0%,-4%,2%,8%,1%[10 µM],1%,-19%,0%
NC(CC(=O)O)c1ccc(F)cc1 (stereo unspecified),-2%,-12%,-4%,8%,12%[10 µM],1%,-2%,-3%
C/C=C/C=C\C(=O)Nc1cccc(C2=NOC3(C2)C[C@@H](C(N)=O)N(C(=O)c2cc([N+](=O)[O-])cc([N+](=O)[O-])c2)C3)c1 (stereo partly specified),nt,?,-9%,5%,-3%[10 µM],-11%,3%,2%
Cn1nccc1NC(=O)Nc1cccc(Cl)c1Cl,nt,-4%,nt,-11%,-7%[10 µM],-22%,12%,-3%
Cc1nc2c(c(C)c1C#N)C(=O)c1ccccc1-2,-5%,-6%,-9%,-2%,7%[10 µM],-7%,1%[53 µM],0%[53 µM]
CC1CN(C(=O)c2cccc(S(=O)(=O)N3CCOCC3)c2)CC(C)O1 (stereo unspecified),-1%,-4%,2%,-2%,0%,3%,-21%,0%
Cc1ccc(C)c(CN2CCCNC2=O)c1,0%,8%,-15%,-5%,2%[0.074 µM],-25%,10%,-3%
C/C(=N/Nc1nc(-c2ccccc2)cc(-c2ccccc2)n1)c1ccc(N)cc1,-16%,0%,?,0%,-24%[10 µM],?,-4%,-3%
NNC(=O)c1cnn(Cc2ccccc2)c1N,-15%,-10%,3%,-12%,15%[10 µM],-9%,-7%,1%
CC(=O)c1c(C)oc2c1cc(NS(=O)(=O)c1ccc(Br)cc1)c1ccccc12,nt,nt,1%,-8%,nt,?,11%,-1%
Cc1cccc(OCC(=O)Nc2cccc(-c3nnc(-c4ccccc4)o3)c2)c1C,-4%,i,?,-2%,-21%[10 µM],-9%,-9%,-2%
COC(=O)c1c(NC(C)=O)sc(Cc2ccccc2)c1C,2%,-8%,-18%,?,-45%[inhibitor],-13%,-1%,3%
COc1ccc(-c2nnn(CC(=O)N(Cc3cccs3)C(C)C(=O)NCCC(C)C)n2)cc1OC (stereo unspecified),nt,-3%,-3%,-4%,-22%,-21%,-12%,-3%

# Some of the compounds tested; count on the stated rates, not on these rows.
